TDP2 inh: blocks human TDP2 phosphodiesterase activity | O95551 | recombinant TDP2, T5PNP hydrolysis, p-nitrophenol absorbance 415 nm | inhibition, % at 12.8 µM | hit rate 0.34% among 370,000 | AID 720702;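 active means inhibition above the mean of all tested compounds plus 3 SD, set per campaign, cut at about 25% in these data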;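 further: 0% = DMSO with enzyme and 100% = buffer with substrate but no TDP2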
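Material: recombinant human TDP2; quantity: TDP2 enzyme at 120 nM final; medium: Tris-HCl pH 7.5 with MgCl2; compound: single concentration, 12.8 µM nominal, with 1% DMSO; incubation: 2 h enzyme incubation at 37 °C; signal: epi absorbance; measure: percent inhibition; benchmarks: high control without enzyme, low control DMSO plus TDP2; repeats: singlicate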
PRMT1 inh: inhibitors of human PRMT1 | Q99873 | recombinant PRMT1, activity-based probe fluorescence polarization | inhibition, % at 2.79 µM | hit rate 1.3% among 370,000;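 active means inhibition above about 21% made by adding two undisclosed values, limit read from the data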
LEDGF integ inh: blocks HIV-1 LEDGF/p75-dependent DNA integration. TR-FRET IN-LEDGF/p75 DNA integration, Eu/Cy5. AID 743269. hit rate 0.64% among 370,000. inhibition, % at 3.7 µM;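 active means inhibition above the screen-wide mean plus 3 SD, cut at about 13% in these data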;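 further: signal is the Cy5 over europium emission ratio at 671 and 618 nm; 0% = plate median of compound wells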
Tn7 DDE FP: DD(E)-Tn7 binding inhibition, primary FP screen; P02675; FP displacement of FITC-Tn7 peptide from fibrin DD(E); 0% = median of compound wells per plate; inhibition, % at 8.3 µM; hit rate 0.13% among 370,000; AID 720508;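 active means inhibition above the mean of compounds falling within the control limits plus 3 SD of them, cut at about 14% in these data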;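 further: 0% = plate median of compound wells and 100% = 10 µM Aha-Tn7 peptide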
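assay system = human clot-derived fibrin DD(E) complex | quantity = Fibrin-DD(E) at 2 µM final | timing = 10 min preincubation, 3 h with tracer, room temperature | signal = fluorescence polarization | measure = percent inhibition | benchmarks = high control wells with 10 µM unlabelled Aha-Tn7 peptide (full inhibition) | replicates = singlicate testing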
MBD2 DNA inh: blocks human MBD2 binding to methylated DNA; AID 686964; Q9UBB5; inhibition, % at 4.4 µM; TR-FRET, MBD2 binding to methylated oligonucleotide; hit rate 0.31% among 370,000; in the data active means inhibition above about 13%
KLK7 zymogen act: proKLK7 (human) activation, primary screen | P49862 | purified proKLK7, EDANS-DABCYL substrate fluorescence; 100% is mature enzyme control, 0% vehicle | activation, % at 7 µM | hit rate 0.9% among 370,000 | AID 652039;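 active means activation above the mean of all tested compounds plus 3 SD, computed per campaign excluding outliers beyond control limits, cut at about 13% in these data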
Target sequence (P49862 whole entry, looked up): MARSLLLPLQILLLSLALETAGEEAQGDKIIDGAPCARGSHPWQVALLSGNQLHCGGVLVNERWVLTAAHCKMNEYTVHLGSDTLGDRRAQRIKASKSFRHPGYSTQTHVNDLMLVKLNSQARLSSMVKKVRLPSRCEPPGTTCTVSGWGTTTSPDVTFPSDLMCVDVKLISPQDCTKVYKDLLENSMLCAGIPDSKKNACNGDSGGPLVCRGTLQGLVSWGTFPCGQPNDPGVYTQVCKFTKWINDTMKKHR
UHRF1 MBD2 ctr: blocks human UHRF1 binding to methylated DNA. Q96T88. UHRF1 binding to methylated oligo, TR-FRET. inhibition, % at 4.4 µM. hit rate 0.75% among 370,000. AID 687016; in the data active means inhibition above about 21%;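 further: UHRF1 SRA domain binding a hemimethylated CpG hairpin DNA probe; 0% = median of test compound wells and 100% = reference inhibitor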
Target sequence (Q96T88 whole entry, looked up, the tested form may be a part): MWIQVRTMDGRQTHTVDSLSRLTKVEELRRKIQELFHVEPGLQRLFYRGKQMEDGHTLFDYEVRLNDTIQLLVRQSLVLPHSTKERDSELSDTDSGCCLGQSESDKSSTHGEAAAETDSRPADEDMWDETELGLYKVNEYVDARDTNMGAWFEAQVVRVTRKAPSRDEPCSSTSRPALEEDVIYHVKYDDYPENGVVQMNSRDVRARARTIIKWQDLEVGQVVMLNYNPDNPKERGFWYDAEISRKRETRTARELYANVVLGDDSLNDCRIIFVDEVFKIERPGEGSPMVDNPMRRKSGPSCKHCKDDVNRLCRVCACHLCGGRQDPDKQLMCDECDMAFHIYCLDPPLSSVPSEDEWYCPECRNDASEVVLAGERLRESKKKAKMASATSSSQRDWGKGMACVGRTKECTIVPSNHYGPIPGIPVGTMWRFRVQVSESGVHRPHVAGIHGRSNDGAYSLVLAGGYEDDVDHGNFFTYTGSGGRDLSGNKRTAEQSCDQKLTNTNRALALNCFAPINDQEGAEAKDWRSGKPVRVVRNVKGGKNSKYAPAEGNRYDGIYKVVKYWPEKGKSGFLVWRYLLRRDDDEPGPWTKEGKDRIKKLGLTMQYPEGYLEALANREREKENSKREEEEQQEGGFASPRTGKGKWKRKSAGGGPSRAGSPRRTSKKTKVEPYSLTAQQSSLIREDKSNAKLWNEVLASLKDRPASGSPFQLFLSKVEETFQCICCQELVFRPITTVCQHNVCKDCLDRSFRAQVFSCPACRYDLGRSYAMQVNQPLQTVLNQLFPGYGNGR
TCR-CD3 inh: inhibitors of human TCR-CD3 interaction; TAMRA-labeled TCR probe fluorescence, biochemical; inhibition, % at 9.4 µM; hit rate 0.37% among 360,000; AID 651800; in the data active means inhibition above about 19%;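 further: recombinant mutant TCR 2C K166C tagged with TAMRA read by polarization; 0% = receptor in buffer alone and 100% = receptor with positive control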
DDE Tn6 FP inh: inhibitors of Tn6 peptide binding to human fibrin DD(E); P02675; Fibrin DD(E) TRITC-Tn6 fluorescence polarization displacement; inhibition, % at 8.3 µM; hit rate 0.21% among 370,000;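 active means inhibition above a per-campaign cutoff: mean of compounds within control limits plus 3 SD, cut at about 15% in these data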;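 further: 0% = median of all compound wells on the plate and 100% = blocking peptide control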
SIAE inh: inhibitors of human sialic acid acetylesterase SIAE. AID 1053197. inhibition, % at 9.66 µM. SIAE FP-Rh probe binding, fluorescence polarization. hit rate 0.69% among 370,000;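 active means inhibition above a cutoff: mean of compounds within the control limits plus 3 SD of those, cut at about 17% in these data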;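 further: 0% = plate median of compound wells and 100% = probe without SIAE protein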
Active calls of the source: *.

Screening COc1ccccc1C(=O)OCc1c(-c2ccccc2)ncc2ccccc12 returned TDP2 inh 3, PRMT1 inh 1, LEDGF integ inh -1, Tn7 DDE FP -4, MBD2 DNA inh -7, KLK7 zymogen act 0.7, UHRF1 MBD2 ctr 2, TCR-CD3 inh 5, DDE Tn6 FP inh 2 and SIAE inh -10.
Screening COC(=O)c1ccccc1NC(=O)NCc1cccnc1 returned TDP2 inh -3, PRMT1 inh 8, LEDGF integ inh 1, Tn7 DDE FP 1, MBD2 DNA inh 7, KLK7 zymogen act -2.1, UHRF1 MBD2 ctr 4, TCR-CD3 inh -7, DDE Tn6 FP inh -5 and SIAE inh -3.
For CC(C)(C)c1ccc(/C=C2\Oc3cc(OC(=O)N4CCOCC4)ccc3C2=O)cc1 the results were TDP2 inh -1, PRMT1 inh 3, LEDGF integ inh -3, Tn7 DDE FP -2, MBD2 DNA inh 4, KLK7 zymogen act -0.7, UHRF1 MBD2 ctr 3, TCR-CD3 inh 1, DDE Tn6 FP inh -4 and SIAE inh -4.
For O=C(CCC(=O)c1cccs1)NCc1cccc(Cl)c1 the results were TDP2 inh 11, PRMT1 inh 2, LEDGF integ inh -1, Tn7 DDE FP -3, MBD2 DNA inh 2, KLK7 zymogen act -0.5, UHRF1 MBD2 ctr -1, TCR-CD3 inh -8, DDE Tn6 FP inh 0 and SIAE inh -5.
For CCOC(=O)c1ccc(NC(=O)CN(C)S(=O)(=O)c2ccc(Br)s2)cc1 the results were TDP2 inh -8, PRMT1 inh 3, LEDGF integ inh -2, Tn7 DDE FP -6, MBD2 DNA inh 1, KLK7 zymogen act 0.8, UHRF1 MBD2 ctr 3, TCR-CD3 inh -1, DDE Tn6 FP inh 7 and SIAE inh -12.
For COc1cccc(C(=O)Nn2c(-c3cccs3)nc3ccccc3c2=O)c1OC the results were TDP2 inh 0, PRMT1 inh -1, LEDGF integ inh 1, Tn7 DDE FP -7, MBD2 DNA inh 3, KLK7 zymogen act -0.7, UHRF1 MBD2 ctr 1, TCR-CD3 inh 4, DDE Tn6 FP inh -6 and SIAE inh 1.
CCCC[C@@H]1C=C(C(=O)O)[C@H](c2ccc(Cl)c(Cl)c2)N1S(=O)(=O)c1ccc(C)cc1 was read as TDP2 inh -4, PRMT1 inh 2, LEDGF integ inh 5, Tn7 DDE FP -6, MBD2 DNA inh -5, KLK7 zymogen act -0.2, UHRF1 MBD2 ctr 1, TCR-CD3 inh -1, DDE Tn6 FP inh -6 and SIAE inh -6.
`Cc1[nH][nH]c(=O)c1C(c1c(C)[nH][nH]c1=O)c1cn(C)c2ccccc12` gave TDP2 inh 49*, PRMT1 inh 3, LEDGF integ inh 0, Tn7 DDE FP -3, MBD2 DNA inh -14, KLK7 zymogen act 0.8, UHRF1 MBD2 ctr -1, TCR-CD3 inh -3, DDE Tn6 FP inh 2 and SIAE inh 0.
`COc1cc(NC(=O)NCc2ccco2)ccc1-c1ccc(NC(=O)NCc2ccco2)cc1OC` gave TDP2 inh 0, PRMT1 inh -4, LEDGF integ inh 2, Tn7 DDE FP 1, MBD2 DNA inh -6, KLK7 zymogen act -1.7, UHRF1 MBD2 ctr -2, TCR-CD3 inh 6, DDE Tn6 FP inh 5 and SIAE inh -8.
Screening CN(C)CCN1C(=O)C(=O)/C(=C(/O)c2ccc(S(=O)(=O)N3CCOCC3)cc2)C1c1ccc(Br)cc1 (stereo unspecified) returned TDP2 inh -10, PRMT1 inh -3, LEDGF integ inh 7, Tn7 DDE FP -10, MBD2 DNA inh 1, KLK7 zymogen act 0.2, UHRF1 MBD2 ctr -4, TCR-CD3 inh -6, DDE Tn6 FP inh -5 and SIAE inh -8.
Cc1[nH]n(-c2ccccc2)c(=O)c1C=NC1CCCCC1 was read as TDP2 inh 9, PRMT1 inh -1, LEDGF integ inh 0, Tn7 DDE FP 5, MBD2 DNA inh 6, KLK7 zymogen act 0.1, UHRF1 MBD2 ctr 19, TCR-CD3 inh 1, DDE Tn6 FP inh 6 and SIAE inh 3.
`Cc1cccc(OCc2nnc(SCC(=O)N3CCc4ccccc43)n2C)c1` gave TDP2 inh -2, PRMT1 inh -3, LEDGF integ inh -2, Tn7 DDE FP 2, MBD2 DNA inh 2, KLK7 zymogen act -0.2, UHRF1 MBD2 ctr -2, TCR-CD3 inh 3, DDE Tn6 FP inh -1 and SIAE inh 2.

The list goes on; it opens with the 2 that closed the last part.
Cc1[nH]n(-c2ccccc2)c(=O)c1C=NC1CCCCC1 was read as TDP2 inh 9, PRMT1 inh -1, LEDGF integ inh 0, Tn7 DDE FP 5, MBD2 DNA inh 6, KLK7 zymogen act 0.1, UHRF1 MBD2 ctr 19, TCR-CD3 inh 1, DDE Tn6 FP inh 6 and SIAE inh 3.
`Cc1cccc(OCc2nnc(SCC(=O)N3CCc4ccccc43)n2C)c1` gave TDP2 inh -2, PRMT1 inh -3, LEDGF integ inh -2, Tn7 DDE FP 2, MBD2 DNA inh 2, KLK7 zymogen act -0.2, UHRF1 MBD2 ctr -2, TCR-CD3 inh 3, DDE Tn6 FP inh -1 and SIAE inh 2.
`O=C(CS(=O)Cc1ccccc1Cl)Nc1ccccc1Cl` (stereo unspecified) gave TDP2 inh -10, PRMT1 inh -1, LEDGF integ inh 1, Tn7 DDE FP 1, MBD2 DNA inh -4, KLK7 zymogen act -0.6, UHRF1 MBD2 ctr 2, TCR-CD3 inh -8, DDE Tn6 FP inh -3 and SIAE inh -7.
O=C(/C=C/c1ccc2c(c1)OCO2)Nc1ccc(Cl)cn1 was read as TDP2 inh -1, PRMT1 inh -4, LEDGF integ inh 0, Tn7 DDE FP 6, MBD2 DNA inh 4, KLK7 zymogen act 1.5, UHRF1 MBD2 ctr -5, TCR-CD3 inh 0, DDE Tn6 FP inh 4 and SIAE inh -9.
`Cc1ccc(N2CCN(C(=O)C3CCCN(c4ncnc5c4nc4n5CCCCC4)C3)CC2)c(C)c1` (stereo unspecified) gave TDP2 inh 7, PRMT1 inh 1, LEDGF integ inh -1, Tn7 DDE FP 0, MBD2 DNA inh 3, KLK7 zymogen act 0.2, UHRF1 MBD2 ctr 3, TCR-CD3 inh 1, DDE Tn6 FP inh -3 and SIAE inh 1.
Screening CC1CC(C)CN(S(=O)(=O)c2ccc(C(=O)Nc3nnc(-c4cccs4)o3)cc2)C1 (stereo unspecified) returned TDP2 inh 5, PRMT1 inh -1, LEDGF integ inh -1, Tn7 DDE FP 0, MBD2 DNA inh -4, KLK7 zymogen act -0.6, UHRF1 MBD2 ctr -4, TCR-CD3 inh 1, DDE Tn6 FP inh -6 and SIAE inh -11.
CC(NS(=O)(=O)c1ccc(Br)cc1)C(N)=O (stereo unspecified) was read as TDP2 inh 2, PRMT1 inh 1, LEDGF integ inh 3, Tn7 DDE FP 2, MBD2 DNA inh 1, KLK7 zymogen act 0.5, UHRF1 MBD2 ctr 1, TCR-CD3 inh 4, DDE Tn6 FP inh 2 and SIAE inh 8.
`CCCN(CCC)C(C(=O)Nc1cccc(OC)c1)c1ccccc1` (stereo unspecified) gave TDP2 inh 0, PRMT1 inh 3, LEDGF integ inh 2, Tn7 DDE FP -5, MBD2 DNA inh -5, KLK7 zymogen act -0.2, UHRF1 MBD2 ctr 1, TCR-CD3 inh 0, DDE Tn6 FP inh -7 and SIAE inh 2.
For CCN(C(=O)CSc1nc2cc(S(=O)(=O)N(CC)CC)ccc2o1)C1CCS(=O)(=O)C1 (stereo unspecified) the results were TDP2 inh 0, PRMT1 inh 15, LEDGF integ inh -2, Tn7 DDE FP 2, MBD2 DNA inh 4, KLK7 zymogen act 0.5, UHRF1 MBD2 ctr 0, TCR-CD3 inh -1, DDE Tn6 FP inh -1 and SIAE inh 2.
Screening CCCOC(=O)c1c(-c2ccccc2)nc(CC)c(C(=O)SCC)c1CCC returned TDP2 inh -10, PRMT1 inh 5, LEDGF integ inh -1, Tn7 DDE FP -4, MBD2 DNA inh -1, KLK7 zymogen act -0.1, UHRF1 MBD2 ctr 1, TCR-CD3 inh -7, DDE Tn6 FP inh -3 and SIAE inh -5.
O=C(NCCCN1CCCC1)Nc1ccc(F)cc1 was read as TDP2 inh 3, PRMT1 inh -6, LEDGF integ inh 0, Tn7 DDE FP 2, MBD2 DNA inh 6, KLK7 zymogen act -0.4, UHRF1 MBD2 ctr 0, TCR-CD3 inh 2, DDE Tn6 FP inh 8 and SIAE inh 7.
COc1ccc(F)cc1CN1CCN(CC(=O)N2CCc3ccccc32)CC1 was read as TDP2 inh -1, PRMT1 inh 1, LEDGF integ inh -4, Tn7 DDE FP 6, MBD2 DNA inh 5, KLK7 zymogen act 0.3, UHRF1 MBD2 ctr 1, TCR-CD3 inh -5, DDE Tn6 FP inh -5 and SIAE inh 4.
CC(=O)N(Cc1ccccc1C)c1cccc(C)c1C was read as TDP2 inh 11, PRMT1 inh 2, LEDGF integ inh 0, Tn7 DDE FP -7, MBD2 DNA inh 1, KLK7 zymogen act 0.1, UHRF1 MBD2 ctr -1, TCR-CD3 inh -1, DDE Tn6 FP inh 0 and SIAE inh -5.
CC(C)N(CCO)C(=O)CCc1nnc(Cc2cccc(C(F)(F)F)c2)o1 was read as TDP2 inh -5, PRMT1 inh -3, LEDGF integ inh 7, Tn7 DDE FP -5, MBD2 DNA inh -8, KLK7 zymogen act 0.3, UHRF1 MBD2 ctr 0, TCR-CD3 inh 2, DDE Tn6 FP inh -3 and SIAE inh -2.
Cc1ccccc1NC(=O)COC(=O)C1=COCCO1 was read as TDP2 inh 5, PRMT1 inh -3, LEDGF integ inh -5, Tn7 DDE FP 3, MBD2 DNA inh 0, KLK7 zymogen act 0.4, UHRF1 MBD2 ctr -1, TCR-CD3 inh -4, DDE Tn6 FP inh -8 and SIAE inh 0.
For COc1ccc(-c2nn(-c3ccccc3C)cc2CNCCc2cnc[nH]2)cc1F the results were TDP2 inh 10, PRMT1 inh -3, LEDGF integ inh 1, Tn7 DDE FP 6, MBD2 DNA inh -7, KLK7 zymogen act -0.3, UHRF1 MBD2 ctr 0, TCR-CD3 inh -5, DDE Tn6 FP inh -2 and SIAE inh 0.
Screening COc1ccc(CSCC(=O)N/N=C/c2ccc(OCC(=O)NCc3ccco3)cc2)cc1 returned TDP2 inh -2, PRMT1 inh -2, LEDGF integ inh 1, Tn7 DDE FP 9, MBD2 DNA inh -6, KLK7 zymogen act -0.1, UHRF1 MBD2 ctr -5, TCR-CD3 inh 5, DDE Tn6 FP inh 5 and SIAE inh -5.
For CCCN1CCC(=O)N([C@H](CSc2ccc(Br)cc2)c2ccccc2)CC1 the results were TDP2 inh -7, PRMT1 inh -3, LEDGF integ inh 0, Tn7 DDE FP 0, MBD2 DNA inh 5, KLK7 zymogen act -0.2, UHRF1 MBD2 ctr 0, TCR-CD3 inh 9, DDE Tn6 FP inh 1 and SIAE inh 0.

High-throughput results as filed in PubChem.
